Source: PubChem BioAssay (several laboratories)
SIAH1 antagonists: Siah-1 peptide-binding antagonists, primary screen, biochemical, fluorescence polarization, rhodamine-plectin, uHTS (AID 1817); Siah-1 / rhodamine-plectin peptide fluorescence polarization; higher % means a stronger effect; displacement, % at 20 µM, or IC50 in µM where a hit was titrated; 290,000 compounds, 0.02% hits;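 active = displacement of at least 50% at 20 µM, with a fluorescence ratio check between 0.3 and a set limit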;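 note: plate controls were Siah plus tracer with DMSO for no effect and tracer alone without Siah for full effect; strong numbers were not always called active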
P. falciparum M1AAP: P. falciparum M1AAP inhibitors, biochemical, fluorogenic H-Leu-NHMec substrate, 1536-well (AID 1445) | one-dose inhibition, % at 30 µM; IC50 in µM for titrated hits | recombinant M1AAP, H-Leu-NHMec fluorogenic kinetic assay; higher % means a stronger effect | 220,000 compounds, 0.42% hits;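 active = primary inhibition above the hit cutoff, then over 50% inhibition at one or more dose response concentrations, cut at about 23% in these data, passing the limit was not always enough; inconclusive = conflicting primary data, or primary hits not chosen for dose response; inactive = low primary inhibition, or under 50% at every dose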;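 note: plate controls were DMSO full reaction for no effect and no enzyme background for full effect; strong numbers were not always called active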
AID2073: inhibitors of Mint1-CaV2.2 protein interaction, biochemical, HTRF (AID 2073); inhibition, % at 20 µM; hits with a dose series show IC50 in µM; 290,000 compounds, 0.19% hits; HTRF protein-protein interaction, Mint1-CaV2.2; higher % means a stronger effect; in the data active = inhibition mostly above about 51%, no sharp cut-off; inconclusive = no clear call, values can overlap the other calls; inactive = mostly below about 53%; note: some results filed as inactive read as strong as hits
P. falciparum M17LAP: P. falciparum M17LAP inhibitors, primary screen, biochemical, fluorogenic H-Leu-NHMec substrate, 1536-well (AID 1619) | one-dose inhibition, % at 30 µM; IC50 in µM for titrated hits | recombinant M17LAP, H-Leu-NHMec fluorogenic kinetic assay; higher % means a stronger effect | 220,000 compounds, 0.38% hits;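 active = compound inhibiting the enzyme by more than half at any dose during confirmatory dose-response retesting; inconclusive = strong single-dose inhibitors picked by rank but not retested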;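 note: plate controls were full reaction with DMSO carrier for no effect and no enzyme background for full effect; strong numbers were not always called active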
human PMI inhibition: inhibitors of human PMI, primary screen, biochemical, fluorescence intensity, coupled assay (AID 1209); purified PMI enzyme, coupled fluorescence intensity; higher % means a stronger effect; inhibition, % at 20 µM, or IC50 in µM where a hit was titrated; 190,000 compounds, 0.42% hits;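 note: plate controls were DMSO vehicle for no effect and wells lacking substrate for full effect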
XIAP displacement: XIAP antagonists, biochemical, IAP family, fluorescence polarization (AID 1018). XIAP BIR domain, fluorescence polarization peptide displacement; higher % means a stronger effect. one-dose displacement, % at 20 µM; IC50 in µM for titrated hits. 200,000 compounds, 0.007% hits; in the data active = displacement above about 50%; note: a part of the inactive calls stands beside numbers as strong as those of hits
Dynein cargo inh: dynein cargo transport inhibition; AID 1381; z-score, hits read low; 220,000 compounds, 0.47% hits; 3617.4 mouse cells, GR-EGFP nuclear translocation imaging; test concentration mostly 20 µM; stimulated with dexamethasone, 1 µM; active compounds read low;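 active = plate z-score of nuclear minus cytoplasmic receptor signal below a set negative limit, without overly bright fluorescence or cell loss, cut at about -3.5 in these data, passing the limit was not always enough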;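 note: z-score of nuclear minus cytoplasmic ring GR-EGFP intensity difference per well; some compounds called inactive have numbers as strong as hits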
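Also added: dexamethasone, 1.0 µM final. Medium: tet-free, stripped-serum medium. Detection: fixed, Hoechst-stained cells imaged at 10x for EGFP. Read-out: nuclear-to-cytoplasmic GR-EGFP distribution per well. Times: induction 48 h, compound 1 h, agonist 30 min.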
PMI inhibition: MPI inhibition at elevated mannose 6-phosphate – biochemical, fluorescence intensity, high mannose 6-phosphate, primary screen (AID 1220); recombinant PMI enzyme, coupled fluorescence intensity; higher % means a stronger effect; inhibition, % at 20 µM, or IC50 in µM where a hit was titrated; 190,000 compounds, 0.66% hits
LYP inhibition: inhibitors of LYP phosphatase, biochemical, fluorescence intensity, uHTS (AID 1779). recombinant LYP phosphatase, fluorescence intensity; higher % means a stronger effect. inhibition, % at 11.5 µM; hits with a dose series show IC50 in µM. 290,000 compounds, 0.054% hits;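 note: plate controls were vehicle with enzyme for no effect and no enzyme for full effect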
Dynein cargo inh cytoplasmic EGFP: second read-out of Dynein cargo inh, no call of its own (marks repeat the call); z-score; measured here: cytoplasmic GR-EGFP intensity; active compounds read high
Dynein cargo inh nuclear GR-EGFP: also measured in Dynein cargo inh; calls as there; z-score; measured here: nuclear GR-EGFP intensity;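 lower value marks the stronger effect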
Dynein cargo inh cell count: further read-out of Dynein cargo inh, marked with its call; z-score; measured here: cell count per field
Starred values were filed as active, the others as inactive; ? = inconclusive; . = not tested or not shown. Cut-off read from the data, not from the text of the source, unless noted: active = inhibition above about 50%; inactive = the rest.

SMILES | SIAH1 antagonists | P. falciparum M1AAP | AID2073 | P. falciparum M17LAP | human PMI inhibition | XIAP displacement | Dynein cargo inh | Dynein cargo inh cytoplasmic EGFP | Dynein cargo inh nuclear GR-EGFP | Dynein cargo inh cell count | PMI inhibition | LYP inhibition
CNC(=O)NC(=O)CSc1nnc(-c2ccco2)n1Cc1ccccc1 | 4.3% | 4.2% | 8.1% | 1.0% | -7.3% | 2.8% | -0.186 | -0.188 | 0.694 | 0.264 | -13.9% | 0.7%
COc1cc(CC(=O)OCC(=O)Nc2ccc3c(c2)OCO3)cc(OC)c1OC | 2.3% | 6.3% | 11.0% | 1.4% | -14.0% | -4.7% | -0.187 | -0.284 | 0.122 | 0.415 | -0.8% | -7.0%
CC(=C/C(=O)O)/C(=C/c1ccccc1)C(=O)O | 2.0% | -5.1% | 1.8% | 9.9% | 8.4% | -8.4% | 0.383 | -0.0716 | 0.778 | -0.271 | 7.1% | 1.0%
CN(/N=C/c1ccccc1Cl)c1ncc(Cl)cc1C(F)(F)F | -7.1% | 4.6% | -15.2% | 7.3% | . | . | -0.357 | -0.224 | -0.148 | 0.398 | . | -4.5%
CCOc1ccc(-n2c(Cc3cc(=O)[nH]c(=O)[nH]3)nnc2SCC(N)=O)cc1 | -4.2% | 1.8% | -10.5% | 4.8% | -1.4% | -6.9% | -0.811 | -0.18 | -0.158 | 0.698 | -10.3% | -1.8%
CC(OC(=O)C1CCC(=O)N1)C(=O)Nc1cc(Cl)cc(Cl)c1 (stereo unspecified) | -4.9% | -1.2% | 3.6% | 7.0% | 2.8% | -2.9% | 0.0318 | -0.181 | 0.0842 | -0.1 | -3.4% | -12.7%
NC(=NCCc1c[nH]c2ccccc12)NC(=O)c1ccc(F)cc1 | -0.9% | 0.6% | 10.9% | -3.2% | . | . | 0.205 | -0.104 | 0.11 | 0.605 | . | -12.5%
Cc1nn(C)c(C)c1S(=O)(=O)N1CCC(CO)(Cc2ccc(Cl)cc2)CC1 | -4.5% | 11.9% | -4.9% | 3.0% | 7.5% | -7.5% | -1.33 | -0.242 | -1.01 | 1.19 | 6.6% | -4.5%
O=C(NCc1ccc2c(c1)OCO2)C1CC(=O)N(c2ccc(F)cc2)C1 (stereo unspecified) | -9.7% | 8.6% | -0.1% | 3.5% | 3.7% | 2.7% | 1.72 | 0.0765 | 1.29 | 0.273 | 5.0% | -8.4%
CCN(CC)C(=O)c1ccc(COc2ccccc2Br)o1 | 0.2% | 2.8% | -5.6% | 14.5% | 9.9% | 1.6% | -0.201 | 0.0558 | -0.103 | 0.188 | 10.4% | -2.7%
O=C(Nc1ncnc2sc3c(c12)CCC3)c1ccco1 | -3.3% | 9.8% | -0.8% | -4.9% | 8.1% | -5.4% | 0.324 | -0.0883 | 0.368 | 0.927 | -1.3% | -0.2%
Brc1cccc(-c2nnc3n2CCCCC3)c1 | 2.0% | 0.6% | 5.0% | -0.9% | 10.8% | -8.0% | 0.00691 | -0.123 | 0.334 | -0.189 | 13.5% | -3.1%
Cn1c(CN2CCCC2)nc2cc(NS(=O)(=O)c3ccc(Cl)cc3)ccc21 | 1.5% | 3.1% | 8.5% | 2.5% | 0.1% | -3.7% | -0.917 | -0.183 | -0.691 | 1.46 | -7.7% | -13.0%
CCOC(=O)c1c(C)[nH]c(C(=O)CSc2nnc(CC(C)c3ccccc3)o2)c1C (stereo unspecified) | 4.2% | 2.2% | 20.2% | 1.4% | -11.5% | -13.3% | 2.56 | 0.158 | 2.56 | -2.96 | -5.5% | 1.8%
COc1ccc(-n2nc(C)cc2N)cc1 | 1.3% | 2.3% | 2.9% | 6.9% | -1.3% | -4.2% | 0.207 | 0.00699 | 0.466 | -0.736 | -5.2% | 1.8%
Cn1nccc1C(=O)N/N=C/c1cccnc1 | -0.1% | 13.5% | -1.4% | 25.4% | . | . | -0.12 | -0.197 | 0.312 | 0.407 | . | -2.5%
CN(C)[C@@H]1C(=O)C(C(=O)NCN2CCCC2)=C(O)[C@@]2(O)C(=O)C3=C(O)c4c(O)cccc4[C@@](C)(O)C3CC12 (stereo partly specified) | 51.6% | ? | 40.4% | 16.1% | 14.4% | -5.8% | 0.682 | -0.157 | 0.762 | -0.414 | 47.4% | 0.3%
CCOc1cccc(CNn2cnnc2)c1OCc1ccccc1 | 4.9% | -1.5% | -4.6% | 2.5% | 11.9% | -28.1% | 0.176 | -0.227 | -0.835 | -0.286 | 1.3% | -5.2%
Cc1ccc(/C(O)=C2\C(=O)C(=O)N(CC(C)O)C2c2ccc(N(C)C)cc2)cc1 (stereo unspecified) | 8.6% | 10.0% | -5.4% | 32.4% | -19.7% | -10.2% | -0.66 | -0.308 | -0.266 | 0.115 | -32.4% | -5.4%
CC(=O)Nc1cn(C(C)=O)c(C)n1 | -5.0% | 2.2% | 7.1% | -3.7% | -0.3% | -6.9% | 0.32 | -0.235 | 0.341 | 0.907 | -3.7% | -11.6%
O=C(NCCSc1c[nH]c2ccccc12)c1ccc2c(c1)OCO2 | 2.3% | -0.7% | 12.1% | -6.3% | 2.0% | -4.1% | 0.565 | -0.174 | 0.192 | -0.642 | 15.8% | -4.2%
O=C(Cn1nnc(-c2cccc(C(F)(F)F)c2)n1)NC(=O)NCc1ccco1 | -0.3% | 6.7% | -0.7% | 6.4% | -9.0% | -8.4% | -0.415 | -0.288 | 0.0199 | 0.651 | -4.1% | 2.6%
O=C(O)c1cc(/C=C/c2ccc(N3CCOCC3)c([N+](=O)[O-])c2)nc2ccccc12 | 8.3% | 10.4% | 7.8% | -10.5% | . | . | 0.343 | -0.258 | 0.612 | -0.392 | . | -3.3%
CCOC(=O)C1=C(C)N=C2c3ccccc3C(=O)C2C1c1ccc(Cl)cc1 (stereo unspecified) | -2.1% | -4.6% | -1.0% | 3.1% | 7.4% | -5.3% | -1.68 | -0.174 | -0.808 | 0.277 | 4.2% | -7.9%
COC(=O)c1ccccc1NC(=O)c1cccc(NC(=O)C(C)C)c1 | -2.3% | 8.0% | 1.4% | 5.4% | -0.4% | -11.0% | 0.344 | -0.346 | 0.0892 | -0.385 | -3.9% | -6.9%
CCOC(CCNC(=O)c1cn(-c2cccc(C)n2)cn1)OCC | 1.6% | 4.4% | 8.2% | 5.7% | 10.1% | -4.2% | -0.387 | -0.2 | -0.282 | 0.169 | 8.7% | -7.2%
Cc1ccn2c(-c3n[nH]c(=S)n3Cc3ccccc3)c(C)nc2c1 | 12.2% | 3.0% | -5.0% | 11.2% | -11.9% | -4.4% | 0.55 | 0.201 | -0.109 | 0.136 | -4.0% | -6.3%
CN(C)c1cc(-c2ccccc2)nc(N)n1 | -3.1% | -0.8% | -1.8% | -2.8% | 1.3% | -2.7% | -0.239 | -0.162 | -0.0539 | -0.245 | 10.8% | -1.1%
Cc1nc2ccc3nc(NC(=O)c4ccc(S(=O)(=O)N5CCOCC5)cc4)sc3c2s1 | -0.8% | -4.1% | 2.2% | 4.6% | 8.9% | -2.4% | -0.0116 | -0.239 | 0.491 | 0.527 | 13.5% | -8.0%
O=C(CCC1CCCN(C(=O)C2(c3ccccc3)CC2)C1)N1CCN(c2ccccn2)CC1 (stereo unspecified) | 1.5% | 6.0% | 7.2% | -2.1% | . | -0.7% | 0.718 | -0.355 | 0.0706 | 0.109 | . | -2.8%
COC(=O)c1cc(C(=O)OC)cc(S(=O)(=O)Nc2ccc(Cl)c(N)c2)c1 | 2.4% | 2.6% | 3.3% | 4.0% | 2.5% | -0.7% | -0.405 | -0.211 | -0.121 | 0.41 | -0.3% | -4.3%
Cc1ccc([N+](=O)[O-])c(OCC(O)CNC(C)(C)C)c1 (stereo unspecified) | -7.0% | -1.8% | -0.4% | 2.6% | . | . | 0.465 | -0.25 | 0.651 | -0.0954 | . | -4.2%
O=C1c2ccccc2C(=O)N1CCc1nc(-c2ccc(Cl)cc2)no1 | -2.3% | -0.8% | -0.1% | 2.2% | 11.0% | -3.6% | 1.16 | -0.145 | 0.631 | -0.156 | 9.0% | -1.9%
Nc1c(-c2ccccc2)cnn1C1CCS(=O)(=O)C1 (stereo unspecified) | -1.5% | -1.3% | -1.1% | 6.8% | 6.5% | -3.3% | 0.584 | -0.177 | 0.384 | -0.24 | 2.5% | 2.6%
O=C(Cn1ncc2c(=O)oc3ccccc3c21)NCC1COc2ccccc2O1 (stereo unspecified) | 1.6% | 6.7% | 4.9% | -7.3% | 8.9% | -2.3% | 0.347 | -0.154 | 0.305 | 0.0563 | 8.4% | -1.6%
CCn1cc(C(=O)NCc2ccccc2OC)c(=O)c2ccc(C)nc21 | 1.3% | . | 4.8% | . | 13.0% | -5.7% | . | . | . | . | 15.5% | -3.7%
COC(=O)c1cc(=O)n(-c2ccc(C(F)(F)F)cc2)[nH]1 | 1.3% | 4.7% | 4.5% | 3.2% | . | . | -0.547 | -0.189 | -0.326 | -0.0774 | . | -5.4%
COc1ccc(S(=O)(=O)N2CCC(C(=O)N3CCN(c4ccccc4OC)CC3)CC2)cc1 | -0.3% | -2.9% | -0.1% | -0.2% | 9.4% | -3.8% | 1.47 | 0.127 | 1.53 | -2.04 | 3.8% | 4.8%
CC(=O)N(C)c1nc(-c2ccc(Cl)cc2)cs1 | 2.9% | 0.9% | -1.0% | -13.3% | -0.1% | -8.2% | -0.432 | -0.147 | -0.0619 | 0.169 | -2.6% | 0.8%

Look-ups from the entries so far:
`O=C1c2ccccc2C(=O)N1CCc1nc(-c2ccc(Cl)cc2)no1` – P. falciparum M17LAP: 2.2%
`O=C(Cn1ncc2c(=O)oc3ccccc3c21)NCC1COc2ccccc2O1` (stereo unspecified) – LYP inhibition: -1.6%
